# High-throughput results from PubChem BioAssay.
# SV40 large T antigen: SV40 large T antigen inhibitors, biochemical (AID 1903) | SV40 large T antigen ATPase/helicase inhibition assay; higher % means a stronger effect | inhibition, % at 20 µM, or IC50 in µM where a hit was titrated | actives 0.39% (n = 310,000); in the data active = a potency from the dose series; inconclusive = inhibition mostly from about 32% at the one dose, without a potency; inactive = the rest, 99 in 100 with inhibition below about 32%; note: strong numbers were not always called active
# Dengue-2 NS5 capping: Dengue-2 NS5 methyltransferase inhibitors, primary screen, biochemical, confirmation dose response (AID 588689) | Dengue-2 NS5 methyltransferase capping enzyme assay, biochemical; higher % means a stronger effect | one-dose inhibition, % at 25 µM; IC50 in µM for titrated hits | actives 0.3% (n = 340,000) | Genome polyprotein (Dengue virus type 2 (strain 16681-PDK53)); in the data active = a potency from the dose series; inconclusive = inhibition above about 29% without an active follow-up result
# T cell HTS: modulators of CD8 T cell-vesicle binding, primary screen, mouse 2C CD8+ T cells, flow cytometry | 2C CD8+ T cell-vesicle binding; hits give low values | calls only at 7 µM | actives 0.068% (n = 330,000);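 active = response, share of CD8 T cells binding vesicles, and their 90th percentile fluorescence all below set limits, cut at about 80% in these data, passing the limit was not always enough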
#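 Also added: QL9-peptide-loaded Drosophila micro-vesicles bearing Ld, ICAM-1 and B7-1; Test system: purified 2C TCR transgenic mouse naive CD8+ T cells; Measured by: cytometric PE anti-B7-1 and Alexa647 anti-CD8 signals after 1% paraformaldehyde fixation; Timing: binding step 1.5 h, 37 °C, antibody labelling 20 min, ice.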
# RSV CPE inhibition: RSV antiviral activity via CPE protection, HEp-2 cells, primary 10 µM value included (AID 2391). actives 0.13% (n = 310,000). HEp-2 cells, RSV-induced CPE inhibition; higher % means a stronger effect. CPE inhibition, % at 10 µM, or IC50 in µM where a hit was titrated; in the data active = a potency from the dose series; inconclusive = CPE inhibition mostly from about 23% at the one dose, without a potency; inactive = the rest, 99 in 100 with CPE inhibition below about 21%; note: strong numbers were not always called active
# K1F lysis inhibition: inhibition of K1F phage lysis, E. coli UTI89, bacterial capsule biogenesis inhibitors, alamar blue (AID 488966) | E. coli UTI89 K1F phage lysis, alamar blue, 2 h; higher % means a stronger effect | one-dose inhibition, % at 100 µM; IC50 in µM for titrated hits | actives 0.02% (n = 340,000);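 active = phage lysis inhibition, versus mean bacterial control, above a set limit; inconclusive = no clear call, values can overlap the other calls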;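 note: capsule biogenesis inhibitors block K1F phage lysis so surviving cells raise fluorescence; higher fluorescence means more inhibition of phage lysis; actives were called in the ten point dose series up to 300 µM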
# NTR1 ag: agonists of NTR1, primary screen, imaging, U2OS cells, beta-arrestin-GFP, high content (AID 493036); Neurotensin receptor type 1 (Homo sapiens), P30989; NTR1-U2OS beta-arrestin-GFP spot imaging, agonist mode; activation, % at 20 µM; actives 0.17% (n = 330,000);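 active = activation at or above 40% of the spot to cytoplasm intensity ratio, with at least 20 cells analyzed; inconclusive = wells under 20 cells, flagged as cytotoxic or low count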;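 note: 0% = DMSO without peptide and 100% = 100 nM NTR1 peptide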
# Target sequence (P30989 whole entry, looked up): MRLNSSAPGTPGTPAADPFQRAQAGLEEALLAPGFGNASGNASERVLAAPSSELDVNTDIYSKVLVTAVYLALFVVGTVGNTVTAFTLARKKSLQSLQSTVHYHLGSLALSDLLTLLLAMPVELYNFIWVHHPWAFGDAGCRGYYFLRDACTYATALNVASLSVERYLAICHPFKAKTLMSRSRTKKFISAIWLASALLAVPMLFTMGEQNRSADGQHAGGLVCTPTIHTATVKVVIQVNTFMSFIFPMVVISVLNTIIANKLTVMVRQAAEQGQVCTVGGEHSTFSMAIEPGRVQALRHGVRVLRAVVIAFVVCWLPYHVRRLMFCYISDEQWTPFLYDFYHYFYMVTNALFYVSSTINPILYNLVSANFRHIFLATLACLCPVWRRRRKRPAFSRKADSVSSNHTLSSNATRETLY
# West Nile virus CPE: West Nile virus antiviral activity, cell-based, CPE readout (AID 1621); West Nile virus-infected cells, CPE inhibition; higher % means a stronger effect; actives 0.02% (n = 290,000); CPE inhibition, % at 10 µM, or IC50 in µM where a hit was titrated; in the data active = a potency from the dose series; inconclusive = CPE inhibition mostly from about 3.7% at the one dose, without a potency; inactive = the rest, 99 in 100 with CPE inhibition below about 2.2%; note: strong numbers were not always called active
# Rac1 GTP hydrolysis: MgcRacGAP GTPase-activating activity inhibitors, confirmation, biochemical, ADP Hunter fluorescence | actives 0.6% (n = 340,000) | inhibition, % at 30 µM, or IC50 in µM where a hit was titrated | MgcRacGAP-stimulated Rac1 GTP hydrolysis, ADP Hunter fluorescence; higher % means a stronger effect; GST-tagged Rac1 F28L mutant substrate | AID 624330, 2012;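 active = first-screen hits whose inhibition reached a set limit at any dose in the follow-up dose series; inconclusive = inhibition above the set first-screen limit but never retested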;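 note: fluorescence reports GDP produced by GAP-driven GTP hydrolysis; strong numbers were not always called active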
# PhoP inhibition: inhibitors of PhoP regulon expression, primary screen, Salmonella Typhimurium, GFP reporter (AID 1863); S. Typhimurium PhoP-regulated promoter GFP reporter, 4 h; higher % means a stronger effect; inhibition, % at 50 µM; hits with a dose series show IC50 in µM; actives 0.16% (n = 300,000);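 active = inhibition over 29.93%, a cutoff 3 SD above the screen mean, later confirmed by dose response; inconclusive = inhibition over 29.93% but no dose response follow-up; inactive = inhibition at most 29.93% or unconfirmed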;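 note: 0% = low Mg2+ inducing control and 100% = high Mg2+ repressing control; strong numbers were not always called active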
# T cell HTS vesicle-bound %: recorded beside T cell HTS, whose call it bears; double positive events, %; measured here: CD8+ vesicle-bound cell fraction;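 binding gate set so that unloaded-vesicle control wells show 10% double positive cells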
# NTR1 ag cell count 20 µM: recorded beside NTR1 ag, whose call it bears; cell count; measured here: cell count, cytotoxicity flag
# Dengue-2 NS5 capping pilot replicate: recorded beside Dengue-2 NS5 capping, whose call it bears; inhibition, %; measured here: pilot screen replicate inhibition
# * = called active by the depositor; i = inactive; ? = inconclusive; . = not tested or not shown; [ ] = dose if it differs, or a comment.
SMILES,SV40 large T antigen,Dengue-2 NS5 capping,T cell HTS,T cell HTS vesicle-bound %,RSV CPE inhibition,K1F lysis inhibition,NTR1 ag,NTR1 ag cell count 20 µM,West Nile virus CPE,Rac1 GTP hydrolysis,PhoP inhibition,others
COc1cccc(N2CCN(C(=O)CCSCc3ccccc3F)CC2)c1,21%,5%,i,9,3.3%,-0.3%,-0.8,82,-0.5%,6%,3%,
COc1cccc(-c2nc(CS(=O)CC(=O)NCc3ccc4c(c3)OCO4)c(C)o2)c1 (centres undefined),4%,0%,i,30,1.5%,3.0%,-0.5,97,-0.1%,-11%,12%,
CC1C(=O)CCN(C(C)C)C1C (centres undefined),12%,6%,i,52,2.8%,0.0%,0.6,32,0.5%,10%,-5%,
COc1cccc(-n2cc3c(=O)n(C)c(=O)n(C)c3c2)c1,6%,0%,i,51,0.9%,13%,0.8,49,0.5%,6%,-12%,
Cc1cccc(CNC(=O)C(C)n2nc(C)c3c(C)n(-c4ccccc4)nc3c2=O)c1 (centres undefined),26%,-10%,i,22,.,-0.2%,-0.8,60,-0.2%,8%,-2%,
CN1C2C=C(N(CCc3ccccc3)C(=O)c3ccc(Cl)cc3)CC1CC2 (centres undefined),7%,-2%,i,33,-1.4%,-0.2%,1.4,45,-0.1%,5%,-7%,
CCN(CC(=O)NC1CCS(=O)(=O)C1)c1ccc([N+](=O)[O-])cc1C#N (centres undefined),.,-7%,i,34,1.1%,0.7%[50 µM],-2.2,51,.,5%,.,
Cc1ccc(Sc2ccc(NC(=O)c3ccc(S(C)(=O)=O)cc3Cl)cc2)cc1,2%,-10%,i,38,0.4%,1.6%,5.2,93,-1.2%,-2%,-2%,
Cc1ccc(NC(=O)CN(C)C(=O)C(c2ccccc2)c2ccccc2)cc1,.,-1%,i,39,1.7%,-0.4%[50 µM],-1.4,57,.,8%,.,
CC(=O)Oc1ccc2ccccc2c1C(NC(=O)Cc1ccccc1)c1ccc(Cl)cc1 (centres undefined),-4%,-4%,i,35,-2.0%,0.4%,1.7,65,?,5%,9%,
Cc1ccc([C@H]2C(C(=O)O)=CC[C@@H](c3ccc(C)cc3)N2S(=O)(=O)c2ccc(C)cc2)cc1,.,5%,i,5,.,0.1%,1.1,56,.,7%,.,Dengue-2 NS5 capping pilot replicate=-0.6
COc1ccc(C(=O)C2CCCN(S(=O)(=O)c3ccc(C(C)=O)cc3)C2)c(C)c1 (centres undefined),11%,-5%,i,4,0.9%,0.4%,1.9,73,-0.3%,1%,0%,
CCOC(=O)Cc1csc(NC(=O)c2ccc(Br)cc2)n1,7%,0%,i,43,6.8%,0.6%,0.7,72,0.5%,14%,0%,
Cc1cc(NC(=O)CSc2ccccn2)no1,4%,-2%,i,36,-0.9%,1.8%,0.8,41,0.9%,3%,8%,
Cc1cccc(/C=C/c2onc(C)c2S(=O)(=O)N2CCC(C(=O)NC(C)(C)C)CC2)c1,.,1%,i,47,1.1%,-3.4%,0.3,78,-0.2%,5%,.,
COc1ccc(CNc2ccccc2)cc1Br,25%,0%,i,31,7.6%,-0.2%,2.9,67,1.1%,10%,-6%,
CCc1cc(C(=O)NNC(=S)Nc2cccc(C)c2)cs1,18%,-5%,i,51,1.9%,-0.4%,-0.1,83,0.5%,5%,-6%,Dengue-2 NS5 capping pilot replicate=-5.8
COC(=O)c1ccc(C2C(Oc3ccc(OC)cc3)C(=O)N2CCc2ccc(F)cc2)cc1 (centres undefined),1%,1%,i,54,1.5%,0.0%,7.3,49,-0.3%,10%,-4%,
Cc1ccc(-n2c(=S)[nH]c3sc4c(c3c2=O)CCC4)cc1,16%,-22%,i,40,1.6%,-0.9%,1.6,54,-0.7%,86µM*,9%,
CC(C)(C)c1ccc(C(=O)NNC(=O)CCc2ccccc2)cc1,22%,.,i,53,1.9%,.,-0.3,57,.,.,.,
CCn1c(CCCOc2ccc(Cl)cc2Cl)nnc1SCC(=O)Nc1cccc(F)c1,-2%,1%,i,30,1.6%,-0.8%,7.3,91,0.3%,0%,3%,
Cc1ccc(Oc2ccc(Cl)cc2N)cc1,9%,-1%,i,65,-1.2%,-3.9%,0.7,27,-0.4%,8%,1%,
CN1C2CCC1/C(=C\c1ccc(F)cc1)C(=O)/C2=C/c1ccc(F)cc1,-5%,-8%,i,17,3.0%,1.2%[50 µM],2.6,43,-0.2%,9%,8%,
O=C(COC(=O)CSc1ccc([N+](=O)[O-])cc1)NCC1CCCO1 (centres undefined),2%,6%,i,2,0.0%,1.4%[50 µM],0.5,33,0.6%,8%,12%,
CCOC(=O)c1cc(CC)sc1/N=C/c1c(O)ccc2ccccc12,-1%,1%,i,47,15%,0.0%[50 µM],-0.4,84,-1.1%,9%,22%,
CC(=O)Nc1ccccc1NC(=O)c1ccc(C)cc1C,8%,.,i,50,-2.1%,.,0.3,51,-0.2%,.,-10%,
CC[C@@H](C)CN1C(=O)N[C@@H](c2ccccc2)C(C(C)=O)=C1C,27%,-4%,i,32,0.8%,1.2%,-3.2,83,-0.2%,14%,-10%,
O=c1[nH]c(N2CCOCC2)nc2ccccc12,24%,-5%,i,10,0.3%,-0.3%,4.9,53,-0.3%,-5%,3%,Dengue-2 NS5 capping pilot replicate=-1.5
CC(C)CNC(=O)CN(C1CCCCC1)S(C)(=O)=O,2%,-1%,i,12,0.1%,0.0%,-1.3,53,0.7%,8%,17%,
COc1cc(NC(=O)c2ccc([N+](=O)[O-])o2)ccc1NC(=O)c1cccs1,7%,-1%,i,30,-0.6%,-0.2%,2.3,55,-0.7%,14%,3%,
CCCn1nc(C(=O)Nc2ccc(-n3cnnn3)cc2)c2ccccc2c1=O,.,-7%,.,.,.,0.8%[50 µM],-0.3,53,.,16%,.,
C[C@H](NC(=O)OC(C)(C)C)C(=O)NCC1CCC(C(=O)O)CC1 (some centres undefined),8%,-1%,i,32,1.8%,0.3%,-1.3,84,0.0%,8%,-4%,
CCOc1ccc(NC(=O)CCn2c(=S)oc3ccccc32)cc1,2%,-3%,i,18,1.1%,0.7%[50 µM],-0.9,77,0.3%,.,2%,
Cc1ccccc1N(CC(=O)NCc1ccco1)C(=O)CNS(=O)(=O)c1ccc(F)cc1,4%,-7%,i,23,0.2%,-0.2%,-0.5,54,-0.6%,5%,-4%,
COc1cc(C=O)ccc1OCCCCOc1ccccc1[N+](=O)[O-],26%,-6%,i,38,3.7%,4.7%,0.4,51,-0.2%,7%,19%,
COc1cccc(C(=O)N2CCN(S(=O)(=O)Cc3ccccc3)CC2)c1,6%,-1%,i,31,1.4%,0.2%[50 µM],-0.2,51,0.4%,9%,-11%,
S=C1Cc2ccccc2C(c2ccc(Cl)cc2)N1 (centres undefined),2%,-24%,i,37,22%,1.6%,-0.4,99,-0.3%,8%,13%,
CN(C)c1nc(Oc2ccc(=O)[nH]n2)nc(N2CCOCC2)n1,10%,-6%,i,26,-0.2%,0.3%,-0.9,47,0.3%,6%,2%,
CCC(C)NC(=O)c1c(N)n(/N=C/c2ccccn2)c2nc3ccccc3nc12 (centres undefined),20%,-1%,i,14,-3.6%,0.0%,24,101,?,4%,1%,
O=C(Cn1cnc2c(cnn2-c2ccccc2)c1=O)NCc1ccccc1,9%,-9%,i,51,-0.7%,2.6%,-0.5,65,0.1%,5%,-13%,

# The last two entries of the section before come first, to join the parts:
SMILES,SV40 large T antigen,Dengue-2 NS5 capping,T cell HTS,T cell HTS vesicle-bound %,RSV CPE inhibition,K1F lysis inhibition,NTR1 ag,NTR1 ag cell count 20 µM,West Nile virus CPE,Rac1 GTP hydrolysis,PhoP inhibition,others
CCC(C)NC(=O)c1c(N)n(/N=C/c2ccccn2)c2nc3ccccc3nc12 (centres undefined),20%,-1%,i,14,-3.6%,0.0%,24,101,?,4%,1%,
O=C(Cn1cnc2c(cnn2-c2ccccc2)c1=O)NCc1ccccc1,9%,-9%,i,51,-0.7%,2.6%,-0.5,65,0.1%,5%,-13%,
CCOC(=O)c1[nH]c2cc3c(cc2c1NC(=O)CN1CCCC1)OCO3,8%,-3%,i,30,1.6%,0.3%,1.8,62,-0.3%,8%,-8%,
CCOC(=O)/C=c1\s/c(=C(\C#N)C(N)=O)n(-c2ccccc2)c1=O,13%,-17%,i,47,.,1.0%,-0.5,42,0.1%,18%,-7%,
O=[N+]([O-])c1cc(Cl)ccc1Sc1ccccn1,9%,-3%,i,28,0.2%,-0.1%,2.4,44,-0.7%,5%,-12%,
O=C(Oc1ccc2c(c1)OCC2=O)c1ccccc1,17%,-3%,.,.,0.3%,0.6%,0.2,52,0.5%,1%,-1%,
O=C(CSc1nc2ccccc2[nH]1)NCc1ccc2c(c1)OCO2,0%,-2%,i,41,0.9%,1.3%[50 µM],-0.4,65,-0.2%,0%,1%,
Cc1occc1-c1nnc(SCC(=O)NCc2cccs2)n1CC1CCCO1 (centres undefined),6%,-1%,.,.,.,-0.3%,.,.,0.1%,9%,11%,
NS(=O)(=O)c1ccc(CCNC(=O)c2ccccc2[N+](=O)[O-])cc1,-2%,2%,i,14,0.7%,1.7%,1.5,56,-0.3%,7%,7%,
O=C(COC(=O)c1ccc([N+](=O)[O-])cc1)Nc1ccccc1C(=O)NC1CC1,.,9%,i,39,.,1.9%,0.4,51,.,10%,.,
O=C(NCc1cccnc1)c1c(O)c2cccc3c2n(c1=O)CCC3,-1%,-9%,i,31,39%,0.7%,-0.2,31,-0.6%,1%,10%,
CCOC(=O)C(N)CSC1CC(=O)N(c2ccc(OCC)cc2)C1=O (centres undefined),10%,8%,i,53,-1.2%,0.4%,0.5,66,-1.5%,9%,-5%,Dengue-2 NS5 capping pilot replicate=0.0
O=C1CCc2cc(S(=O)(=O)NCc3ccccc3Cl)ccc2N1,.,3%,i,46,0.8%,0.2%[50 µM],-0.1,62,.,6%,.,
CCCC(O)(CCN1CCCCC1)c1ccc(OCC)cc1 (centres undefined),0%,4%,i,41,0.1%,-0.6%,1.1,85,-0.8%,18%,0%,
COc1ccc(C(=O)NCCOc2ccccc2Cl)c(OC)c1OC,4%,-9%,i,26,2.9%,0.8%[50 µM],1.6,55,-2.3%,1%,0%,
